Screening data: PubChem, Southern Research Specialized Biocontainment Screening Center
M. tuberculosis – growth inhibition of non-replicating M. tuberculosis (AID 488890); Mycobacterium tuberculosis non-replicating, growth inhibition; higher % means a stronger effect; inhibition, % at 25 µM; hits with a dose series show IC50 in µM; 320,000 tested, 0.39% active; in the data active = a potency from the dose series; inconclusive = inhibition mostly from about 82% at the one dose, without a potency; inactive = the rest, 99 in 100 with inhibition below about 76%;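 also: plate controls were DMSO cells for no effect and high antibiotic wells for full effect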
H1N1 NS1A inhibition – H1N1 influenza NS1A inhibitors, functional cell based assay (AID 504329); NS1A functional cell-based assay, percent inhibition; higher % means a stronger effect; one-dose inhibition, % at 12.5 µM; IC50 in µM for titrated hits; 340,000 tested, 0.3% active; in the data active = a potency from the dose series; inconclusive = inhibition above about 27% without an active follow-up result; also: strong numbers were not always called active
inhibitors of VEEV – inhibitors of VEEV TC-83 cytopathic effect, confirmation, Vero cells (AID 588727). Vero cells, VEEV TC-83 cytopathic effect inhibition; higher % means a stronger effect. 350,000 tested, 0.13% active. inhibition, % at 20 µM; hits with a dose series show IC50 in µM; in the data active = a potency from the dose series; inconclusive = inhibition mostly from about 14% at the one dose, without a potency; inactive = the rest, 99 in 100 with inhibition below about 12%; also: strong numbers were not always called active
Salmonella PhoP GFP – Inhibition of PhoP regulon, Salmonella typhi GFP reporter cells, confirmation, 4 h (AID 1850). inhibition, % at 50 µM, or IC50 in µM where a hit was titrated. Salmonella Typhi PhoP-promoter GFP reporter, fluorescence, 4 h; higher % means a stronger effect. 310,000 tested, 0.33% active; in the data active = a potency from the dose series; inconclusive = inhibition mostly from about 25% at the one dose, without a potency; inactive = the rest, 99 in 100 with inhibition below about 19%;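 also: 0% = induced wells with vehicle and 100% = uninduced wells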
M. tuberculosis HTS – M. tuberculosis growth inhibition, HTS (AID 449762) | M. tuberculosis H37Rv growth inhibition, 7H9 media; higher % means a stronger effect | inhibition, % at 25 µM, or IC50 in µM where a hit was titrated | 330,000 tested, 0.59% active; in the data active = a potency from the dose series; inconclusive = inhibition above about 70% without an active follow-up result;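 also: bacterial growth assessed after seven days of incubation; strong numbers were not always called active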
inhibitors of VEEV 10K pilot screen – recorded beside inhibitors of VEEV, whose call it bears; inhibition, %; measured here: 10K pilot screen inhibition
An asterisk follows results filed as active; i = inactive; ? = inconclusive; . = no result given; & = joins results of further samples.

SMILES	M. tuberculosis	H1N1 NS1A inhibition	inhibitors of VEEV	Salmonella PhoP GFP	M. tuberculosis HTS	others
Cc1ccc(NC2CCCN(C(=O)c3cnc4ccccn4c3=O)C2)cc1C (stereo not given)	-5%	7%	1.4%	-17%	8%
CCCN(CC(=O)Nc1ccccc1C)C(=O)/C=C/c1ccc(OCC)c(OC)c1	16%	13%	9.6%	.	-7%
Cc1ccc2nc(NC(=O)COC(=O)c3cccnc3)sc2c1	29%	-7%	1.4%	.	3%
OCCCNc1ncnc2sc3c(c12)CCN(Cc1ccccc1)C3	6%	12%	7.7%	-7%	8%
O=C(COC(=O)CNC(=O)c1ccc(Br)o1)Nc1ccccc1OC(F)F	2%	-10%	2.0%	5%	0%
N=c1oc2ccccc2cc1-c1nc(-c2ccc(Cl)cc2)cs1	36%	10%	0.0%	-2%	1%	inhibitors of VEEV 10K pilot screen=0.2
CCn1cc(C(=O)OCC(=O)c2ccc(Cl)cc2)c(=O)c2ccc(C)nc21	-7%	1%	6.3%	1%	-2%
Cc1ccc(NC(=S)NC(=O)c2ccc(F)cc2)cc1S(=O)(=O)Nc1ccccc1Cl	?	-12%	5.2%	-10%	8%
COc1ccc(OC)c(NC(=O)CCN2CCCC(C)C2)c1 (stereo not given)	-4%	-13%	i	-1%	-1%
O=C(CSc1nnnn1-c1ccccc1)Nc1nsc(-c2ccc(Cl)cc2)n1	3%	4%	1.3%	-11%	42%
CN(CC(=O)Nc1ccc(F)cc1)C(=O)COc1ncnc2ccccc12	-7%	0%	0.8%	0%	0%
CC1CN(C(=O)CCC(=O)NC2CCCCC2)c2ccccc2S1 (stereo not given)	7%	3%	i	-14%	-8%
COc1ccccc1NS(=O)(=O)c1cc(NC(=S)Nc2cc(C)cc(C)c2)ccc1Cl	49%	0%	1.4%	1%	4%
CCOc1ccc(CN2CCNC(=O)C2CC(=O)N(C)Cc2nonc2C)cc1 (stereo not given)	0%	20%	1.5%	2%	-22%
CCCCS(=O)(=O)N1CN(S(=O)(=O)CCCC)C2NC(=O)NC21 (stereo not given)	1%	8%	7.8%	-5%	-4%
Cc1nc2oc3c(NCC4CCCO4)ncnc3c2c2c1COC(C)(C)C2 (stereo not given)	10%	-2%	i	-7%	-3%
Cn1cccc1/C=C1\SC(=S)N(NC(=O)c2ccc(Cl)cc2)C1=O	11%	3%	0.2%	-10%	-9%
CCN(CC(=O)Nc1ccccc1C(F)(F)F)C(=O)c1ccccc1Cc1ccccc1	-9%	12%	8.2%	2%	1%
Cc1cccc(NC(=O)CSc2nnc(NC(=O)CN3CCCCC3)s2)c1	-6%	.	.	-4%	-1%
COc1ccccc1N1CCN(c2ncnc3sc(C)c(-c4ccccc4)c23)CC1	1%	13%	11%	19%	-4%
CCCC1(c2ccsc2)NC(=O)NC1=O (stereo not given)	.	0%	0.2%	.	.
O=S(=O)(c1ccc2ccccc2c1)N1CCN(C(=S)Nc2ccc(F)c(Cl)c2)CC1	11%	-2%	2.9%	-10%	-8%
COc1cc(/C=N/Nc2nc(=O)[nH]nc2C)cc([N+](=O)[O-])c1O	0%	15%	4.2%	3%	0%
COC(=O)[C@@]12CCCCN1[C@H](c1ccc(SC3CCCCC3)cc1)[C@@H]1C(=O)N(C)C(=O)[C@@H]12	-2%	-3%	2.4%	19%	0%
CC(C)NOC(=O)c1ccc(Cl)cc1	47%	-4%	0.3%	-7%	-1%
Cc1cc(-c2ccco2)n(CC(=O)NCCN(C)C)n1	-12%	-18%	0.1%	.	-2%
CCN(Cc1cccc(OC)c1)CC1CCCN(CCc2cccc(OC)c2)C1 (stereo not given)	20%	7%	0.7%	1%	9%
Cc1ccc2c(c1)C(c1ccccc1)N(C(=O)c1cccc([N+](=O)[O-])c1)CC(=O)N2 (stereo not given)	59%	-3%	i	3%	-6%
CSc1nncc(-c2ccccc2)n1	17%	-2%	0.4%	3%	0%
CCCCNc1cc(C(=O)O)cc(S(N)(=O)=O)c1Oc1ccccc1	4%	-2%	1.2%	-1%&-8%	-4%
Cn1cc(CNC(=O)c2sc3cccc(Cl)c3c2Cl)cn1	-2%	-11%	1.0%	11%	-5%
CCCOC(=O)c1ccc(Oc2cn[nH]c2-c2ccc(OCC(=O)NN)cc2O)cc1	-5%	19%	0.7%	3%	7%
Cc1ccc(NC(=S)NC2CCCC2)c(C)c1	?	-2%	i	-1%	-3%
Cn1cnc2c(cnn2C)c1=N	.	-2%	1.7%	.	.
CC(=O)C1=C(O)C(=O)N(c2ccccn2)C1c1ccccc1[N+](=O)[O-] (stereo not given)	25%	-10%	1.9%	-11%	-2%
CC1CCCCN1CCCNC(=O)c1ccc2c(=O)n(CCc3ccccc3)c(=O)[nH]c2c1 (stereo not given)	-4%	-4%	5.8%	7%	-5%
Cc1oc2cc3oc(=O)c(CCC(=O)NCCCN4CCOCC4)c(C)c3cc2c1C	26%	-2%	0.5%	-11%	-2%
COc1cccc(NC(=O)C(c2ccccc2)N2CCN(c3ccccn3)CC2)c1 (stereo not given)	22%	-1%	2.6%	1%	-3%
CCNC(=S)Nc1cc(OCC)c(N2CCOCC2)cc1OCC	2%	6%	1.4%	3%	-6%
CCOC(=O)c1c(NC(=O)COC(=O)c2ccc(C)s2)sc2c1CC(C)(C)NC2(C)C	67%	5%	12%	-1%	?

Molecules listed so far that have fluorine (5):
SMILES	M. tuberculosis	H1N1 NS1A inhibition	inhibitors of VEEV	Salmonella PhoP GFP	M. tuberculosis HTS	others
O=C(COC(=O)CNC(=O)c1ccc(Br)o1)Nc1ccccc1OC(F)F	2%	-10%	2.0%	5%	0%
Cc1ccc(NC(=S)NC(=O)c2ccc(F)cc2)cc1S(=O)(=O)Nc1ccccc1Cl	?	-12%	5.2%	-10%	8%
CN(CC(=O)Nc1ccc(F)cc1)C(=O)COc1ncnc2ccccc12	-7%	0%	0.8%	0%	0%
CCN(CC(=O)Nc1ccccc1C(F)(F)F)C(=O)c1ccccc1Cc1ccccc1	-9%	12%	8.2%	2%	1%
O=S(=O)(c1ccc2ccccc2c1)N1CCN(C(=S)Nc2ccc(F)c(Cl)c2)CC1	11%	-2%	2.9%	-10%	-8%

Later entries.
SMILES	M. tuberculosis	H1N1 NS1A inhibition	inhibitors of VEEV	Salmonella PhoP GFP	M. tuberculosis HTS	others
N#C/C(=C/c1cccs1)c1nc2ccccc2[nH]1	13%	-7%	13%	-5%	0%
COc1ccc(S(=O)(=O)N2CCCCCC2)cc1NC(C)C(=O)Nc1ccc(NC(C)=O)cc1 (stereo not given)	.	-7%	7.8%	.	.
Cc1ccc(S(=O)(=O)N2[C@@H](c3ccc(F)cc3)C(C(=O)O)=CC[C@H]2c2ccc(Cl)cc2)cc1	20%	0%	i	-2%	6%
O=c1[nH]c(=O)n(Cc2ccccc2)c(O)c1C=NCCN1CCNCC1	15%	-7%	0.3%	-1%	0%
CCOC(=O)c1ccc(N2C(=O)c3n[nH]c(C)c3C2c2ccccc2)cc1 (stereo not given)	-7%	-3%	i	-5%	-9%
CC(=O)Nc1ccc(NC(=O)C(C)OC(=O)C2CCN(S(=O)(=O)c3ccc4c(c3)OCCO4)CC2)cc1 (stereo not given)	-4%	-2%	2.3%	1%	-5%
CCCCCc1cc(OC)cc2c1C(=O)OC(C)(C)O2	.	-17%	9.0%	.	.
CN(C)C(=O)CN1C(=O)C2CCCCN2C(=O)c2ccccc21 (stereo not given)	9%	3%	0.2%	-7%	3%
COc1ccccc1N1C(=NC(=O)CCC2CCCC2)SC2CS(=O)(=O)CC21 (stereo not given)	9%	11%	i	-3%	-1%
COC(=O)c1ccccc1NC(=O)N1c2ccccc2CC1C (stereo not given)	37%	-20%	2.5%	1%	44%
CCCCn1c(N)c(N(CCOC)C(=O)c2ccc(N3C(=O)CCC3=O)cc2)c(=O)[nH]c1=O	-10%	-11%	2.7%	0%	-3%
COc1ccccc1NS(=O)(=O)c1cc(NC(=O)C2CCCC2)ccc1N1CCOCC1	35%	7%	5.6%	13%	3%
Nc1nonc1-c1nc2ccccc2n1Cc1ccc(Cl)cc1	2%	-1%	0.9%	-2%	-5%
Cc1nn(-c2nc3ccccc3[nH]2)c(N)c1-c1ccccc1	?	-14%	9.2%	24%	?
O=c1c2ccccc2nc(CSc2nnnn2-c2ccccc2)n1-c1cccc(C(F)(F)F)c1	0%	4%	i	-13%	-6%
COc1ccc(C2(C(=O)Nc3ccc(S(N)(=O)=O)cc3)CCCC2)cc1	1%	7%	1.3%	-2%	4%
CSCCC(C(=O)NCc1cccs1)N1C(=O)c2ccccc2C1=O (stereo not given)	-10%	0%	0.1%	5%	-9%
O=C(Nc1ccc(S(=O)(=O)N2CCOCC2)cc1)c1cc(-c2ccccc2O)n[nH]1	-13%	10%	6.8%	-20%	-8%
Cc1ccc(C)c(CN2C(=O)c3ccccc3S(=O)c3ccc(C(=O)NCCCN4CCCC4)cc32)c1 (stereo not given)	45%	-5%	i	-16%	10%
CCc1ccc(Oc2cc(Cl)nc(N)n2)cc1	64%	-4%	0.3%	-3%	2%

Brought forward from above: 2 entries; new compounds follow.
SMILES	M. tuberculosis	H1N1 NS1A inhibition	inhibitors of VEEV	Salmonella PhoP GFP	M. tuberculosis HTS	others
Cc1ccc(C)c(CN2C(=O)c3ccccc3S(=O)c3ccc(C(=O)NCCCN4CCCC4)cc32)c1 (stereo not given)	45%	-5%	i	-16%	10%
CCc1ccc(Oc2cc(Cl)nc(N)n2)cc1	64%	-4%	0.3%	-3%	2%
Cn1nc(-c2ccc(Cl)cc2)nc2c(=O)n(C)c(=O)nc1-2	?	.	.	?	?
C/C(=N/NC(=O)CNC(=O)c1ccccn1)c1ccc([N+](=O)[O-])cc1	.	-6%	1.6%	2%	-4%
Cc1c(NC(=S)NC(=O)CC(C)C)c(=O)n(-c2ccccc2)n1C	-1%	-11%	0.6%	3%	-3%
CCN(CC)CCCNC(=O)c1cc2c(=O)n(C)c3ccccc3c2n1C	-27%	0%	0.9%	3%	3%
Cc1ccccc1-n1c(CSC(=N)N)nc2ccccc2c1=O	34%	8%	8.7%	-12%	-2%
COCCCNC(=O)CN1C(=O)COc2ccc(S(=O)(=O)N3CCOCC3)cc21	-4%	9%	1.4%	-2%	-5%
COc1ccc(/C=C/C2=CC(C)(C)NC(=S)N2)c(OC)c1	15%	16%	5.6%	-9%	57%	inhibitors of VEEV 10K pilot screen=2.1
O=C(COC(=O)c1ccc(CO)cc1)NCc1cccs1	-3%	3%	0.2%	-3%	-4%
COc1ccc(C(=O)Nc2ccccc2-c2nnn(CC(=O)Nc3ccc4c(c3)OCCO4)n2)cc1	18%	-8%	i	10%	6%
CC(=O)Nc1ccc(C=CC=Cc2cccc([N+](=O)[O-])c2)cc1	.	9%	4.3%	.	.
CCOCC(=O)Nc1nc2ccccc2s1	77%	-6%	3.0%	13%	4%
CC(C)=CC(=O)O[C@H]1[C@@H]2[C@H](C)C(=O)O[C@@H]2C[C@@H](C)[C@@H]2[C@@H](O)CC(=O)[C@]21C	-10%	-5%	i	1%	-2%
O=C(N=Nc1c(O)[nH]c2ccc(Br)cc12)c1cc(-c2cccc3ccccc23)n[nH]1	15%	7%	2.4%	5%	?
CCOC(=O)N1CCN(C(=O)CN(C)S(=O)(=O)c2ccc(OCC)cc2)CC1	-12%	5%	i	-5%	-3%
COc1ccccc1C(=O)NCC(=O)OC(C)C(=O)NC(=O)NC1CCCCC1 (stereo not given)	9%	2%	0.9%	-5%	1%
O=C1CN=C(c2ccccc2)c2ccccc2N1Cc1ccc(C(F)(F)F)cc1	5%	26%	i	-4%	-3%
N#CC1=C(N)Oc2cc(O)ccc2C1C1CCCCC1 (stereo not given)	0%	1%	7.8%	-15%	1%
COc1ccc(/C=C(\C#N)C(=O)Nc2cc(S(=O)(=O)N3CCCCC3)ccc2N2CCCCC2)cc1	-7%	-5%	0.1%	0%	6%
CC1CN(S(=O)(=O)c2cccc(C(=O)NCc3ccco3)c2)CC(C)O1 (stereo not given)	8%	-5%	1.0%	.	3%
CCOCCOC(=O)NCCCCCCNC(=O)OCCOCC	0%	-2%	1.3%	-6%	-2%
Cc1cc(NS(=O)(=O)c2ccc(NC(=O)Nc3cccc(Cl)c3)cc2)no1	19%	2%	0.1%	148µM*	-4%
CN1CCN(C(=O)c2cc3c(n(-c4ccccc4)c2=O)CC(C)(C)CC3=O)CC1	-1%	5%	i	-10%	4%
O=C(CCCC(=O)N(CC(=O)NC1CCCCC1)c1ccc(F)cc1)Nc1ccccn1	9%	4%	2.1%	9%	-1%
CCOC(=O)c1c(C)[nH]c(C)c1C(=O)CN1C(=O)NC2(CCC(C)CC2)C1=O (stereo not given)	4%	0%	1.1%	-1%	-4%
